Mtb UGM inh: Mtb UDP-galactopyranose mutase inhibition | purified UGM, fluorescence polarization probe displacement | inhibition, % at 10 µM | actives 0.06% (n = 320,000) | AID 504406; in the data active = inhibition above about 10%, passing the limit was not always enough
GDH-TPI inh: GDH-TPI coupled enzyme inhibition counter-screen. GDH-TPI coupled enzyme counterscreen, NADH absorbance. inhibition, % at 4.8 µM. actives 1.2% (n = 360,000);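 also: 0% = DMSO wells and 100% = wells lacking the enzyme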
FadD28 FP inh: M. tuberculosis FadD28 bisubstrate binding inhibition. actives 0.22% (n = 360,000). AID 588549. FadD28 bisubstrate probe binding, fluorescence polarization. inhibition, % at 12.5 µM; in the data active = inhibition above about 8.5%, passing the limit was not always enough
CCHF vOTU inh: blocks the CCHF virus ovarian tumor domain protease | actives 0.55% (n = 370,000) | CCHFV vOTU protease, Pep-AMC fluorescence | inhibition, % at 11.5 µM; also: 0% = vehicle wells with enzyme and 100% = no enzyme wells
Rv3671c inh: Rv3671c (M. tuberculosis) protease inhibition; inhibition, % at 5.96 µM; actives 0.048% (n = 320,000); in the data active = inhibition above about 38%;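 also: extracellular domain of Rv3671c used as enzyme; 0% = enzyme with DMSO and 100% = no enzyme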
Target sequence (P9WHR9 whole entry, looked up, the tested form may be a part): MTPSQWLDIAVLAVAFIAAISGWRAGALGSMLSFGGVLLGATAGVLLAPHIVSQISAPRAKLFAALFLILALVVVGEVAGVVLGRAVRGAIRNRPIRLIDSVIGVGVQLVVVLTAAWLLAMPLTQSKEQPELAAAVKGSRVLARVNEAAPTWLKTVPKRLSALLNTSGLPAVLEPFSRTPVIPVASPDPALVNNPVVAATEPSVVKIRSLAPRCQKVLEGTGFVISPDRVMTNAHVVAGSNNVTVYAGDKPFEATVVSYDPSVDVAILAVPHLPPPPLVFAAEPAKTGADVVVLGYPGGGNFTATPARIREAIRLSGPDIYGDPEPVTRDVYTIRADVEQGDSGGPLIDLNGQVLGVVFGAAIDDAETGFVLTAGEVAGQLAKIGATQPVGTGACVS
VHR inh abs: blocks human VHR1 dual specificity phosphatase. recombinant VHR phosphatase, pNPP absorbance. P51452. actives 0.52% (n = 290,000). inhibition, % at 13.3 µM. AID 1654; in the data active = inhibition above about 50%; also: some compounds called inactive have numbers as strong as hits
Target sequence (P51452 whole entry, looked up): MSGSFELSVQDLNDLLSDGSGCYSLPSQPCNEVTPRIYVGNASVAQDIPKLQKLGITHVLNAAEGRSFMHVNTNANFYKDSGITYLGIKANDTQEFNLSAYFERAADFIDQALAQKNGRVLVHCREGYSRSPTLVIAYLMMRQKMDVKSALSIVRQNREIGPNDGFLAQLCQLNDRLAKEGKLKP
BioA inh: blocks M. tuberculosis BioA enzyme activity | purified M. tuberculosis BioA enzyme, plate reader | inhibition, % at 9.99 µM | actives 0.096% (n = 360,000); in the data active = inhibition above about 40%
FBA Mtb inh: Mtb fructose-bisphosphate aldolase inhibition; purified M. tuberculosis FBA, fluorescence read-out; inhibition, % at 1 µM; actives 2.3% (n = 360,000); P9WQA3; in the data active = inhibition above about 27%;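 also: 0% = vehicle and 100% = reference inhibitor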
Target sequence (P9WQA3 whole entry, looked up): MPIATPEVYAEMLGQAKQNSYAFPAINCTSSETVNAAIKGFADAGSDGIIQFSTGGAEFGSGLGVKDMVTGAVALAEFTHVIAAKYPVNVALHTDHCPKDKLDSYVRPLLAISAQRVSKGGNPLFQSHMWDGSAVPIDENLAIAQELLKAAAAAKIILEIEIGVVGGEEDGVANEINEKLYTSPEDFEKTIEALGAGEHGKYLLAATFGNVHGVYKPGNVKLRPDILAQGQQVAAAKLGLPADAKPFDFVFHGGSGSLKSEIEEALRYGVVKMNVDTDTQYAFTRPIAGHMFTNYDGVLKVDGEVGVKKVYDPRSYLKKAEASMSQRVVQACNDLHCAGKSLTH
BoNT F protease: blocks Botulinum neurotoxin F light chain protease | Multiplex microsphere protease cleavage assay, flow cytometry | inhibition, % at 10 µM | actives 0.22% (n = 360,000); in the data active = inhibition above about 35%, passing the limit was not always enough; also: plate controls were buffer without enzyme for full effect and enzyme alone for no effect
MazEF act: MazEF (E. coli) toxin RNase activation; P0AE70; FAM/BHQ RNA-DNA oligo cleavage fluorescence, 5 h; activation, % at 20 µM; actives 0.32% (n = 350,000); in the data active = activation above about 50%
Target sequence (P0AE70 whole entry, looked up): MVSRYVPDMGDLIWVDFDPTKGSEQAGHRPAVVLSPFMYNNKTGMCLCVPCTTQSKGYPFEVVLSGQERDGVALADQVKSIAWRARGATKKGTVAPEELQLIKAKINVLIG
* hit, by the source's call. Rule as the data show it, unless noted: active = inhibition above about 30%; inactive = the rest.

For CCN(CC(=O)NCc1ccc(Cl)cc1)Cc1cc(=O)n2ccsc2n1 the results were Mtb UGM inh 0.4, GDH-TPI inh 3, FadD28 FP inh -3.5, CCHF vOTU inh 0, Rv3671c inh -9, VHR inh abs -1, FBA Mtb inh -1, BoNT F protease 2 and MazEF act 11.
COc1ccc(N2C(=O)CC(C#N)=C2N)cc1 was read as Mtb UGM inh -1.7, GDH-TPI inh 1, FadD28 FP inh -0.1, CCHF vOTU inh 2, Rv3671c inh 15, VHR inh abs 26, FBA Mtb inh 1, BoNT F protease 2 and MazEF act 13.
Screening O=C(COc1ccc([N+](=O)[O-])cc1Cl)NCC1CCCO1 (centres undefined) returned Mtb UGM inh 2.6, GDH-TPI inh -2, FadD28 FP inh -1.2, CCHF vOTU inh -13, Rv3671c inh -1, VHR inh abs 16, FBA Mtb inh -1, BoNT F protease -7 and MazEF act 3.
Screening Oc1c(C(c2ccccn2)N2CCC(Cc3ccccc3)CC2)cc(Cl)c2cccnc12 (centres undefined) returned Mtb UGM inh 3.4, CCHF vOTU inh -4, Rv3671c inh 7, VHR inh abs -7 and MazEF act -6.
Cc1ccc(NC(=O)C2C3/C=C\CCCCC32)cc1C (centres undefined) was read as Mtb UGM inh -2.2, GDH-TPI inh 8, FadD28 FP inh 0.9, CCHF vOTU inh 0, Rv3671c inh 1, VHR inh abs 13, BioA inh -2.3, FBA Mtb inh 1, BoNT F protease -4 and MazEF act 4.
Screening CN1CCC(N(C)C(=S)Nc2ccc(F)cc2)CC1 returned Mtb UGM inh -0.1, GDH-TPI inh 0, FadD28 FP inh -3.3, CCHF vOTU inh -6, Rv3671c inh 1, VHR inh abs 21, BioA inh 0.0, FBA Mtb inh 2, BoNT F protease 0 and MazEF act -3.
`Cc1cccc(C)c1N1CCN(c2ccc3nnc(C(F)(F)F)n3n2)CC1` gave Mtb UGM inh -1.8, GDH-TPI inh 3, FadD28 FP inh -1.0, CCHF vOTU inh 18, Rv3671c inh 0, VHR inh abs 13, FBA Mtb inh 0, BoNT F protease -11 and MazEF act 12.
`CC1CCCCN1CC(=O)NCc1ccc2c(c1)OCO2` (centres undefined) gave Mtb UGM inh -0.2, GDH-TPI inh 9, FadD28 FP inh -0.7, CCHF vOTU inh -9, Rv3671c inh -3, VHR inh abs 14, BioA inh -3.6, FBA Mtb inh -7, BoNT F protease 6 and MazEF act -2.
O=C(N/C(=C\c1cccc([N+](=O)[O-])c1)C(=O)N(CCO)CCO)c1ccco1 was read as Mtb UGM inh -1.2, GDH-TPI inh 4, FadD28 FP inh -1.3, CCHF vOTU inh 2, Rv3671c inh 0, VHR inh abs 14, FBA Mtb inh 1, BoNT F protease -9 and MazEF act 5.
Cn1c(=O)n(CC#N)c2ccccc21 was read as Mtb UGM inh 4.6, GDH-TPI inh -2, FadD28 FP inh 0.1, CCHF vOTU inh 19, Rv3671c inh -2, VHR inh abs 38, BioA inh -0.8, FBA Mtb inh 0, BoNT F protease -16 and MazEF act 4.
`CC(=O)c1cccc(OCC(=O)Nc2cc(S(=O)(=O)N3CCOCC3)ccc2N2CCCC2)c1` gave Mtb UGM inh -0.8, GDH-TPI inh 2, FadD28 FP inh -1.3, CCHF vOTU inh -6, Rv3671c inh 6, FBA Mtb inh -1, BoNT F protease -10 and MazEF act 1.
`CCc1ccc(NC(=O)CCC(=O)c2ccc(C)cc2)cc1` gave Mtb UGM inh 2.3, GDH-TPI inh 6, FadD28 FP inh 0.4, CCHF vOTU inh 10, Rv3671c inh -7, VHR inh abs 28, BioA inh -2.0, FBA Mtb inh 5, BoNT F protease 0 and MazEF act -9.
Screening CC1=C(C)CC(C(=O)Nc2nc(-c3ccc(C)cc3C)c(C)s2)C(C(=O)O)C1 (centres undefined) returned Mtb UGM inh -0.1, GDH-TPI inh 2, FadD28 FP inh -4.0, CCHF vOTU inh 14, Rv3671c inh -4, VHR inh abs -4, BioA inh 2.0, FBA Mtb inh -1, BoNT F protease -1 and MazEF act 4.
Screening C=COCCNC(=O)Nc1ccc(Cl)cc1Cl returned Mtb UGM inh 4.0, GDH-TPI inh -4, FadD28 FP inh -1.3, CCHF vOTU inh -5, Rv3671c inh 5, VHR inh abs -8, BioA inh -1.0, FBA Mtb inh -2, BoNT F protease -7 and MazEF act -3.
Screening CCOc1ccc(OCCOCCN2CCc3ccccc3C2)cc1 returned Mtb UGM inh -2.4, GDH-TPI inh -3, FadD28 FP inh -0.1, CCHF vOTU inh -1, Rv3671c inh -2, VHR inh abs 7, BioA inh -0.5, FBA Mtb inh 2, BoNT F protease -3 and MazEF act -2.

A draw from above in order of molecular weight, lowest first.
`CCc1ccc(NC(=O)CCC(=O)c2ccc(C)cc2)cc1` gave Mtb UGM inh 2.3, GDH-TPI inh 6, FadD28 FP inh 0.4, CCHF vOTU inh 10, Rv3671c inh -7, VHR inh abs 28, BioA inh -2.0, FBA Mtb inh 5, BoNT F protease 0 and MazEF act -9.
Screening O=C(COc1ccc([N+](=O)[O-])cc1Cl)NCC1CCCO1 (centres undefined) returned Mtb UGM inh 2.6, GDH-TPI inh -2, FadD28 FP inh -1.2, CCHF vOTU inh -13, Rv3671c inh -1, VHR inh abs 16, FBA Mtb inh -1, BoNT F protease -7 and MazEF act 3.
Screening CCOc1ccc(OCCOCCN2CCc3ccccc3C2)cc1 returned Mtb UGM inh -2.4, GDH-TPI inh -3, FadD28 FP inh -0.1, CCHF vOTU inh -1, Rv3671c inh -2, VHR inh abs 7, BioA inh -0.5, FBA Mtb inh 2, BoNT F protease -3 and MazEF act -2.
O=C(N/C(=C\c1cccc([N+](=O)[O-])c1)C(=O)N(CCO)CCO)c1ccco1 was read as Mtb UGM inh -1.2, GDH-TPI inh 4, FadD28 FP inh -1.3, CCHF vOTU inh 2, Rv3671c inh 0, VHR inh abs 14, FBA Mtb inh 1, BoNT F protease -9 and MazEF act 5.
Screening CC1=C(C)CC(C(=O)Nc2nc(-c3ccc(C)cc3C)c(C)s2)C(C(=O)O)C1 (centres undefined) returned Mtb UGM inh -0.1, GDH-TPI inh 2, FadD28 FP inh -4.0, CCHF vOTU inh 14, Rv3671c inh -4, VHR inh abs -4, BioA inh 2.0, FBA Mtb inh -1, BoNT F protease -1 and MazEF act 4.
`CC(=O)c1cccc(OCC(=O)Nc2cc(S(=O)(=O)N3CCOCC3)ccc2N2CCCC2)c1` gave Mtb UGM inh -0.8, GDH-TPI inh 2, FadD28 FP inh -1.3, CCHF vOTU inh -6, Rv3671c inh 6, FBA Mtb inh -1, BoNT F protease -10 and MazEF act 1.

(next part)
For O=C(Nc1ccccc1C(=O)OC1CCOC1=O)c1ccco1 (centres undefined) the results were Mtb UGM inh 1.1, GDH-TPI inh 15, FadD28 FP inh -1.3, CCHF vOTU inh -4, Rv3671c inh -5, VHR inh abs -6, BioA inh 1.1, FBA Mtb inh -1, BoNT F protease 3 and MazEF act 13.
Screening Cn1cccc1CN1CCC[C@]2(N[C@H](c3ccccc3)[C@@H]3C(=O)N(Cc4ccccc4)C(=O)[C@@H]32)C1=O returned GDH-TPI inh 5, FadD28 FP inh -1.4, CCHF vOTU inh -1, BioA inh -1.4, FBA Mtb inh -1, BoNT F protease -4 and MazEF act 7.
Cc1csc(N2CCN(c3cc4nc(-c5ccncc5)[nH]c4cc3Cl)CC2)n1 was read as Mtb UGM inh -0.6, GDH-TPI inh 8, FadD28 FP inh -5.7, CCHF vOTU inh 0, Rv3671c inh -12, VHR inh abs 20, BioA inh 17, FBA Mtb inh -2, BoNT F protease -6 and MazEF act 8.
O=C(O)c1cccc(C(=O)c2cccc3ccccc23)c1 was read as Mtb UGM inh 1.0, GDH-TPI inh 15, FadD28 FP inh -0.5, CCHF vOTU inh 21, Rv3671c inh 4, FBA Mtb inh 1, BoNT F protease -2 and MazEF act 0.
COc1ccc(C2CC(c3ccc(OC)cc3)n3nc(NC(=O)c4ccco4)nc3N2)cc1 (centres undefined) was read as Mtb UGM inh 0.2, GDH-TPI inh 0, FadD28 FP inh -5.6, CCHF vOTU inh 0, Rv3671c inh 11, VHR inh abs 26, BioA inh 2.0, FBA Mtb inh 12, BoNT F protease 3 and MazEF act 3.
For COC(=O)c1cc(N=C(N)N=C(N)N)cc(C(=O)OC)c1 the results were Mtb UGM inh 1.7, GDH-TPI inh 5, FadD28 FP inh -3.5, CCHF vOTU inh -14, Rv3671c inh -4, VHR inh abs 35, FBA Mtb inh 1, BoNT F protease -8 and MazEF act 2.
C1=CC2=NC34CCCCC3CC3=C(CCCC3)N4C2=CC1=NC1CCCCC1 (centres undefined) was read as Mtb UGM inh 1.4, GDH-TPI inh -10, FadD28 FP inh -5.0, Rv3671c inh -8, BioA inh 0.2, FBA Mtb inh 0, BoNT F protease -56 and MazEF act 23.
O=C(c1ccco1)N1CCN(S(=O)(=O)c2ccc3c(c2)CCN3C(=O)C2CC2)CC1 was read as Mtb UGM inh -0.7, GDH-TPI inh -5, FadD28 FP inh -2.9, CCHF vOTU inh -1, Rv3671c inh 4, VHR inh abs 14, BioA inh 0.6, FBA Mtb inh 3, BoNT F protease 3 and MazEF act -8.
`C[C@@H]1CN([C@@H](C)CO)C(=O)Cc2cc(NS(=O)(=O)c3cn(C)cn3)ccc2O[C@@H]1CN(C)C(=O)Nc1ccccc1` gave Mtb UGM inh 0.7, GDH-TPI inh -4, FadD28 FP inh -3.1, CCHF vOTU inh -2, Rv3671c inh 2, BioA inh 2.8, FBA Mtb inh -2, BoNT F protease -6 and MazEF act 3.
Cc1noc(C)c1COc1ccc(C(=O)NNC(=O)c2ccccc2F)cc1 was read as Mtb UGM inh 0.0, GDH-TPI inh -4, FadD28 FP inh -1.7, Rv3671c inh 4, BioA inh 0.2, FBA Mtb inh -1, BoNT F protease -7 and MazEF act 10.
`O=C(O)/C=C\c1ccccc1Oc1ccc(F)cc1` gave Mtb UGM inh 1.7, GDH-TPI inh 2, FadD28 FP inh -1.7, CCHF vOTU inh 0, Rv3671c inh -2, VHR inh abs 6, BioA inh -0.2, FBA Mtb inh 6, BoNT F protease -5 and MazEF act -6.
`CCN(Cc1ccccc1)c1ccc(/C=N/NS(=O)(=O)c2ccc(C)c([N+](=O)[O-])c2)cc1` gave Mtb UGM inh 1.3, GDH-TPI inh 32*, FadD28 FP inh -0.8, CCHF vOTU inh 15, Rv3671c inh 1, VHR inh abs -5, FBA Mtb inh -4, BoNT F protease -5 and MazEF act -11.
CN(C)NC(=O)c1cccc(Cl)c1 was read as Mtb UGM inh -2.3, GDH-TPI inh 10, FadD28 FP inh -0.7, CCHF vOTU inh -14, Rv3671c inh 3, VHR inh abs 9, BioA inh -1.7, FBA Mtb inh 2, BoNT F protease 1 and MazEF act 7.
Cc1ccc(S(=O)(=O)N(C)C)cc1NC(=O)CN1CCCC1 was read as Mtb UGM inh 2.8, GDH-TPI inh -1, FadD28 FP inh -0.8, CCHF vOTU inh 3, Rv3671c inh -4, VHR inh abs 91, FBA Mtb inh 0, BoNT F protease 0 and MazEF act 7.
`Fc1ccccc1CNCCc1c[nH]c2ccccc12` gave Mtb UGM inh 0.0, GDH-TPI inh 3, FadD28 FP inh -2.7, CCHF vOTU inh -7, Rv3671c inh 0, VHR inh abs 18, BioA inh -0.5, FBA Mtb inh 3, BoNT F protease -40 and MazEF act 6.
O=C(CSc1nnc(Cc2cc(=O)[nH]c(=O)[nH]2)n1-c1ccccc1)N1CCCC1 was read as Mtb UGM inh 2.7, GDH-TPI inh 6, FadD28 FP inh -0.9, CCHF vOTU inh 5, Rv3671c inh 7, VHR inh abs 0, FBA Mtb inh -1, BoNT F protease -8 and MazEF act -5.
For C[C@]12CC[C@H](O)CC1=CCC1C2CC[C@@]2(C)C1CC[C@@H]2NCc1ccccc1 (some centres undefined) the results were GDH-TPI inh 4, FadD28 FP inh -0.9, CCHF vOTU inh -18, BioA inh 9.5, FBA Mtb inh 4, BoNT F protease -8 and MazEF act 5.
For O=C(Nc1ccncc1)c1ccc(Cl)c(Cl)c1 the results were Mtb UGM inh -0.3, GDH-TPI inh 11, FadD28 FP inh -4.6, CCHF vOTU inh 1, Rv3671c inh -4, VHR inh abs 15, BioA inh 16, FBA Mtb inh 1 and MazEF act 8.
